Bioassay records (PubChem)
FBW7 act = human FBW7 E3 ligase activation, primary screen. Q969H0. AlphaScreen FBW7–phospho-cyclin E peptide binding, activator screen. normalized activity (activation), % at 26.1 µM. actives 0.13% (n = 650,000); in the data active means normalized activity above about 1.9%;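 further: purified mutant Fbw7 with reduced substrate affinity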
GPR151 ag = human GPR151 activation; actives 1% (n = 650,000); Q8TDV0; AID 1508602; PathHunter beta-arrestin GPR151 cells, luminescence; activation, % at 11.2 µM; in the data active means activation above about 4.9%;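 further: 0% = median of compound wells and 100% = cells with positive control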
Target sequence (Q8TDV0 whole entry, looked up): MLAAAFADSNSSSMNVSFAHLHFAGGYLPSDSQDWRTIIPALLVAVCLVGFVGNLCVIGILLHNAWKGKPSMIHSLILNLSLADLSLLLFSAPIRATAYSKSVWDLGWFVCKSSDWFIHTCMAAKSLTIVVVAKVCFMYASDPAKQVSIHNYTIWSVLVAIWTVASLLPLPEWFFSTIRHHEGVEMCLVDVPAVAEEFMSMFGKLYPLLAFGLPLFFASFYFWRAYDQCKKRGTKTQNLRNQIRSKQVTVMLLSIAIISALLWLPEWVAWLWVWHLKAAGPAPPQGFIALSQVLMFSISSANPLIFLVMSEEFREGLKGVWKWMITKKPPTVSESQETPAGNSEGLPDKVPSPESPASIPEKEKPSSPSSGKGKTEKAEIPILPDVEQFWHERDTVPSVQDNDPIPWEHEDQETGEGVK
TEAD-YAP inh = TEAD-YAP interaction inhibition; HEK-TIYL cells, TEAD-Gal4/YAP UAS-luciferase luminescence; inhibition, % at 9.12 µM; actives 1.4% (n = 640,000); AID 1259422; in the data active means inhibition above about 32%;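 further: 0% = median of test compound wells and 100% = reference inhibitor wells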
MITF inh = blocks human microphthalmia-associated transcription factor; AlphaScreen MITF homodimerization, bead proximity signal; inhibition, % at 2.6 µM; actives 0.91% (n = 650,000); in the data active means inhibition above about 50%;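 further: 0% = vehicle wells with protein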
Target sequence (O75030 whole entry, looked up): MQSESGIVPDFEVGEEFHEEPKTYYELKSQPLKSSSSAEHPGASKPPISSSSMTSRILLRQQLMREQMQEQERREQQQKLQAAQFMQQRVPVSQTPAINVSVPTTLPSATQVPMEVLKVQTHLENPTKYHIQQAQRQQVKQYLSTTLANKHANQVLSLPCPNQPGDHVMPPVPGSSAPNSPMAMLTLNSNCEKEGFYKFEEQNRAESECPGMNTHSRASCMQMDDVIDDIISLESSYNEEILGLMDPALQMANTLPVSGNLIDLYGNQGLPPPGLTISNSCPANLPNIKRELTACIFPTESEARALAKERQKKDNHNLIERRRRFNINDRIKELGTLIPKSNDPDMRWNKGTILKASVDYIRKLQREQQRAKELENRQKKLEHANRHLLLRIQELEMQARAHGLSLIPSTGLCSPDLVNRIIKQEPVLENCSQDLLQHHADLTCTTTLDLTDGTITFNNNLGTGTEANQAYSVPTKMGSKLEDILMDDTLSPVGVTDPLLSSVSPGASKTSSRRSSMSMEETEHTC
Starred values were filed as active, the others as inactive; & = joins results of further samples. Hits appear at their usual frequency (roughly 3.5% active in at least one column).

compound | FBW7 act | GPR151 ag | TEAD-YAP inh | MITF inh
Cn1c(=NC(=O)CN2C(=O)c3ccc([N+](=O)[O-])cc3C2=O)sc2ccccc21 | 0.0 | -0.6 | -10 | -6
CCC(=O)c1cc(Cl)cc(Cl)c1O | 0.1 | 1.9 | 5 | 4
COc1ccc(-c2noc(CNC(=O)c3cc(OC)c(OC)cc3OC)n2)cc1 | -0.2 | -1.4 | 1 | -7
CC(C)NC(=O)c1cc(C(=O)c2cc(Br)ccc2O)coc1=N | 0.0 | 0.6 | -4 | 1
Cc1ccc(CN(Cc2cccnc2)C(=S)Nc2ccc(C)c(C)c2)cc1 | -0.2 | -0.4 | 3 | 14
COC(=O)C1=C(O)/C(=C\c2cccc(OC)c2)N=C1C | 0.0 | 0.1 | -7 | 3
Cc1nc(SCC(=O)Nc2ccc(C(N)=O)cc2)c(C#N)c(C)c1C | 0.5 | -0.1 | 21 | 5
CC(=O)c1cc(C(=O)N2CCc3c([nH]c4ccccc34)C2CC(C)C)[nH]n1 (stereo not given) | -0.1 | -0.2 | 0 | -5
C=CCn1c(C)cn2c3c(=O)n(CC(N)=O)c(=O)n(C)c3nc12 | -0.1 | 1.7 | 2 | -8
Cc1cccc(NC(=O)c2ccc(F)c(S(=O)(=O)N3CCC(C(N)=O)CC3)c2)c1 | 0.1 | 0.3 | 4 | 11
O=C(CSc1cn(CCNC(=O)c2c(F)cccc2F)c2ccccc12)NCc1ccc(F)cc1 | -0.1 | -0.7 | -14 | -3
CC(C)CCN(C(=O)CNC(=O)c1ccco1)C(C(=O)NC1CCCC1)c1cccnc1 (stereo not given) | -0.2 | 2.9 | -8 | -6
O=C(O)c1cc(N2C(=O)/C(=C/c3ccc(-c4ccc(Br)cc4)o3)C=C2c2ccccc2)ccc1Cl | -0.1 | -0.1 | -11 | -3
CC(C)CN(C(=O)COC(=O)CNC(=O)c1ccc(Cl)cc1)C1CCS(=O)(=O)C1 (stereo not given) | -0.1 | -1.1 | -6 | -11
Cc1ccc(Cn2c(SCc3nc4ccccc4[nH]3)nc3ccsc3c2=O)cc1 | 0.1 | -1.7 | -7 | 16
c1ccc(OCCNc2ccnc(NCCN3CCOCC3)n2)cc1 | 0.1 | -1.2 | 3 | 11
CCOC(=O)C1CCN(c2cc(=O)n(-c3ccccc3Cl)c(=O)[nH]2)CC1 | 0.1 | -0.5 | 5 | 16
Cc1cccc(/C(N)=N/OC(=O)CCCN2C(=O)c3ccccc3C2=O)c1 | 0.1 | 0.4 | -5 | -14
NC(=O)COC(=O)c1cc(=O)[nH]c2ccccc12 | 0.1 | -0.2 | 7 | 1
CCOC(=O)N1CCC(NCCc2ccc(Cl)cc2Cl)CC1 | 0.2 | 2.6 | -2 | 12
CCOC(=O)C1CCN(C(c2cccc(Br)c2)c2sc3nc(C)nn3c2O)CC1 (stereo not given) | -0.1 | -1.3 | 10 | -10
CCn1c(Cc2ccccc2)nnc1SCC(=O)NC(C)(C)C | -0.1 | 1.6 | -17 | -2
CCCC(=O)Nc1ccc(NC(=O)c2cc(Br)cc(Br)c2I)cc1 | -0.1 | 0.0 | -4 | 4
COc1ccc(NC(=O)c2cnn(-c3ccccc3)c2NC(=O)c2ccccc2F)cc1 | 0.1 | -0.2 | 1 | -10
Cc1ccc(NC(=O)N2CCC(C(=O)Nc3ccc(C)cc3C)CC2)cc1 | 0.3 | -0.1 | 15 | 8
O=C(/C=C/c1ccco1)N(Cc1cccc(Cl)c1)C1CCS(=O)(=O)C1 (stereo not given) | -0.2 | -0.6 | -1 | 2
CCOCCCNCc1ccc(Cl)cc1 | -0.1 | 2.5 | 0 | 28
Cn1c(=O)c2c(nc(NCc3ccccc3)n2Cc2ccc(Br)cc2)n(C)c1=O | 0.2 | -0.6 | 3 | -15
COc1ccc(-c2nnc(Sc3ccc(C(C)=O)cc3[N+](=O)[O-])n2-c2ccccc2)cc1OC | 0.0 | -0.2 | -21 | -4
O=C(Nc1ccc(F)cc1F)C(=O)NC1CCCCCC1 | 0.0 | -0.1 | -60 | 3

One compound at a time (already shown). Order of screens: FBW7 act	GPR151 ag	TEAD-YAP inh	MITF inh
Listed for Cc1cccc(NC(=O)c2ccc(F)c(S(=O)(=O)N3CCC(C(N)=O)CC3)c2)c1 = 0.1	0.3	4	11
Listed for CCCC(=O)Nc1ccc(NC(=O)c2cc(Br)cc(Br)c2I)cc1 = -0.1	0.0	-4	4
Listed for NC(=O)COC(=O)c1cc(=O)[nH]c2ccccc12 = 0.1	-0.2	7	1
Listed for O=C(O)c1cc(N2C(=O)/C(=C/c3ccc(-c4ccc(Br)cc4)o3)C=C2c2ccccc2)ccc1Cl = -0.1	-0.1	-11	-3

New compounds follow:
compound | FBW7 act | GPR151 ag | TEAD-YAP inh | MITF inh
CCNc1nc(NCCCN2CCCC2=O)c2[nH]cnc2n1 | 0.1 | 0.6 | 1 | 1
N#C/C(=C\c1ccc(Cl)cc1)c1nc(-c2cc3cc(Br)ccc3oc2=O)cs1 | 0.3 | 0.6 | 7 | -2
Cn1c(C2CCCN2C(=O)OC(C)(C)C)n[nH]c1=S (stereo not given) | 0.0 | 2.0 | -11 | 6
Cc1ccc(S(=O)(=O)NC(=O)NCc2ccc(C#N)cc2)cc1 | 0.1 | -0.8 | -4 | 10
CN(C)C(=O)c1cccc(-c2cnc3[nH]c(=O)n(CC4CC4)c3n2)c1 | 0.0 | -0.9 | -2 | -15
O=C(Nc1cccnc1)c1ccccc1-c1nc(-c2ccccc2F)no1 | -0.1 | 0.3 | 9 | 11
COCCNC(=O)CCC1CCN(Cc2cn[nH]c2-c2ccc(Cl)cc2)CC1 | 0.1 | -1.0 | -1 | 20
CC(/C=C/c1ccco1)=N\NC(=O)c1cccc(F)c1 | 0.9 | -0.9 | -39 | 4
CCOC(=O)c1c(CN2CCN(CC#N)CC2)oc2ccc(O)cc12 | 0.0 | 0.7 | -3 | -6
O=C(c1cn(-c2ccccc2)nc1-c1cccc(Cl)c1)N1CCOCC1 | -0.1 | 0.5 | 5 | 4
CC1CN(Cc2cccc(O)c2)Cc2ccccc2O1 (stereo not given) | 0.0 | -0.1 | 24 | 4
NC(=O)Cn1cc(CN2CCN(Cc3ccccc3)C(CCO)C2)c2ccccc21 (stereo not given) | 0.0 | 0.7 | -4 | 8
CS(=O)(=O)N(CC(=O)N1CCN(Cc2ccc3c(c2)OCO3)CC1)c1ccc(F)cc1 | 0.1 | 0.3 | 2 | 75*
O=C(CC12CC3CC(CC(C3)C1)C2)Nc1cccc2cccnc12 | 0.0 | 1.1 | -8 | -8
COc1cc2c(cc1OC)C(c1cccc(F)c1)NCC2 (stereo not given) | 0.0 | 2.8 | 1 | 0
O=C(Nc1nc2ccccc2[nH]1)Nc1ccccc1F | 0.0 | 1.5 | -55 | 12
CC12CCC(C/C1=N/OCCNC(=O)c1ccccc1C(=O)O)C2(C)C (stereo not given) | 0.0 | 1.6 | -4 | -10
O=[N+]([O-])c1ccc(N2CCCC2)cc1NCCOc1ccccc1 | 0.1 | 0.2 | 5 | -16
COc1ccc(C(=O)N/C(=C\c2cccc([N+](=O)[O-])c2)C(=O)NC(CC(C)C)C(=O)O)cc1 (stereo not given) | 0.0 | -0.1 | -9 | -8
CCC(=O)NCc1cc(NS(=O)(=O)c2cccc3cccnc23)cc(C(=O)OC)c1 | -0.1 | -0.6 | -5 | 11
CC(Oc1ccccc1)C(=O)Nc1ccc(S(=O)(=O)N(C)Cc2ccccc2)cc1 (stereo not given) | 1.4 | 0.1 | 18 | 10
FC(F)(F)c1cccc(-c2noc(C(c3ccccc3)C3CCCC3)n2)c1 (stereo not given) | 0.2 | 2.6 | 4 | 11
CN1CCN(C(=O)/C=C/c2cccs2)CC1 | 1.2 | 0.0 | -2 | 7
COc1ccc(C2CC(c3c(-c4ccccc4)c4cc(Br)ccc4[nH]c3=O)=NN2C(C)=O)c(OC)c1 (stereo not given) | 0.0 | 0.6 | -4 | -8
CCNC(=O)CN1C(=O)NC2(CCOc3ccccc32)C1=O (stereo not given) | -0.1 | 0.6 | -6 | -2
Cc1ccc2c(c1)c(=O)c1ccccc1n2CCCC(=O)Nc1ccc(Br)cc1C | 0.0 | -0.2 | 2 | -7
O=C(Cc1cccc2ccccc12)NCC1COc2ccccc2O1 (stereo not given) | 0.4 | -0.8 | -6 | 19
Cc1nn(-c2ccc([N+](=O)[O-])cc2)c(C)c1NC(=O)C(F)(F)F | -0.2 | -0.2 | -2 | -3
Cc1ccc(C(CC(=O)O)c2ccccc2)c(O)c1 (stereo not given) | 0.1 | -0.3 | -16 | -3
COc1cc(/C=N/NC(=O)COc2ccc(C)c(C)c2)cc([N+](=O)[O-])c1O | 0.0 | -0.8 | 12 | 14
COC(=O)c1ccc2c(=O)n(CCCCCC(=O)NC3CCCCC3)c(=O)[nH]c2c1 | -0.1 | 0.8 | 2 | -8
O=C(Oc1ccc(Br)cc1)c1ccc(NC(=O)c2cccs2)cc1 | 0.0 | -1.6 | 6 | -8
NC1=NC(=O)/C(=C\c2ccc3ncccc3c2)S1 | 0.6 | -0.7 | 53* | 18
COCC(C)NC(=O)c1cnc2scc(C(C)(C)C)n2c1=O (stereo not given) | 0.0 | 0.3 | -7 | 12
CC(=O)Nc1ccc(Nc2n[nH]c(C)c2[N+](=O)[O-])cc1 | -0.1 | 0.7 | -6 | -3
Cc1sc2nc(SC/C=C/c3ccccc3)nc(N)c2c1C | -0.1 | -0.4 | -12 | 1
NNC(=O)c1cc(-c2cccnc2)nn1-c1ccccn1 | -0.1 | 0.0 | -13 | -13
Cc1ccc(NC(=O)COc2ccc(C)c(C)c2)cc1 | 0.0 | 0.6 | -8 | -8
COc1ccc(NC(=O)c2sc3ncnc(N4CCCCC4)c3c2C)cc1OC | -0.1 | 0.7 | -8 | -5
CCc1c(C#N)c(N)nc(SCC#N)c1C#N | 2.3* | -0.1 | -37 | -6
O=C1CCN(CCOc2ccc(Cl)cc2)CCN1Cc1ccccc1 | 0.0 | -1.1 | -7 | -3
O=C(Cn1cc(/C=N/n2cnnc2)c2ccccc21)Nc1ccc2c(c1)OCO2 | 0.0 | 1.5 | -7 | -1
NC(=O)c1c(NC(=O)Cc2n[nH]c(=O)c3ccccc23)sc2c1CCC2 | 0.0 | 1.6 | -7 | 5
CCOc1ccc(C(=O)Nc2ccccn2)cc1Br | -0.2 | -2.6 | -21 | -4
Cc1cc(C)cc(Oc2c(C(F)(F)F)oc3c(CN4CCOCC4)c(O)ccc3c2=O)c1 | 0.0 | -1.8 | -1 | 10
Cc1cccc(C)c1OCCn1cc(/C=C2/C(=N)N3N=C(C4CCCCC4)SC3=NC2=O)c2ccccc21 | 0.1 | 0.6 | 1 | 5
NS(=O)(=O)c1ccc(NC(=O)c2ccc(I)cc2)cc1 | 0.4 | 0.7 | -6 | 2
COC(=O)c1sc(S(=O)(=O)Oc2ccc(C(C)=O)cc2)c(C(=O)OC)c1C | -0.1 | -2.0 | 0 | -2
CCN(CC)c1ccc(/C=N/NC(=O)c2nonc2N)cc1 | -0.2 | -3.9 | 46* | -19
N#Cc1c(NC(=O)c2nn3c(C(F)(F)F)cc(-c4ccccc4)nc3c2Br)sc2c1CCCC2 | 0.0 | 0.0 | -4 | 12
CN(C)CCCOC(=O)COc1ccccc1 | 0.0 | 1.5 | -4 | -7
Cc1ccc(NC(=S)NNC(=O)c2ccco2)cc1 | 0.1&-0.1 | 0.8&-0.7 | -63&-54 | -33&0
CCOCCCNC1CCN(c2ccc(C(=O)N3CCCC(O)C3)cc2)CC1 (stereo not given) | 0.0 | 0.1 | 7 | 9
Cc1cc(O)cc2c(=O)c3ccccc3sc12 | 0.0 | -0.8 | -23 | -2
COC(=O)c1sc2nc3c(c(-c4cccs4)c2c1N)CCCCC3 | 0.3 | 0.4 | 6 | 5
CC(C)=CCn1c(-c2ccc(C)cc2)cccc1=O | -0.2 | 3.3 | -3 | 5
Cc1ccc(N2C(=O)C3C4C=CC(C4=C4CCCC4)C3C2=O)c(C)c1 (stereo not given) | -0.1 | 1.6 | -9 | -1
COc1cc(/C=C2\C(=N)N3N=C(C(F)(F)F)SC3=NC2=O)ccc1OCCOc1ccc(C(C)(C)C)cc1 | -0.5 | 0.6 | 0 | -9
CCOc1ccc(S(=O)(=O)Nc2ccc(-c3cn4ccccc4n3)cc2)cc1 | -0.1 | 4.5 | 0 | -1
O=c1n(Cc2cscn2)c2cccnc2n1Cc1cccs1 | 0.2 | 0.4 | -8 | 6

Continuation:
compound | FBW7 act | GPR151 ag | TEAD-YAP inh | MITF inh
O=C(c1cc(COc2ccc(F)cc2F)on1)N1CCC(O)CC1 | 0.7 | -0.2 | -5 | 14
CCCCC1CCC(C(=O)Nc2c3c(nn2-c2cccc(C)c2C)CSC3)CC1 (stereo not given) | 0.3 | -0.9 | 9 | 3
COc1ccc(-n2c(SCc3cc(=O)n4ccccc4n3)nc3[nH]ncc3c2=O)cc1 | 0.0 | -1.4 | 9 | -7
COc1cc(NC(=O)c2ccc(Br)o2)c(C(=O)O)cc1OC | -0.1 | -1.6 | 14 | 7
COc1ccccc1NC(=O)CN1C(=O)C(C)(C)Oc2ccc(C(=O)NC(C)(C)C)cc21 | -0.1 | 0.8 | 1 | 8
COc1cc(C2C(C#N)=C(N)Oc3n[nH]c(-c4ccc(Br)cc4)c32)cc(OC)c1OC (stereo not given) | -0.8 | 0.7 | -9 | -12
CC#CCN1C(=O)NC(CCCc2ccccc2)(C2CCN(Cc3nc[nH]c3C)CC2)C1=O (stereo not given) | 0.1 | 0.4 | -1 | -3
Cc1ccc(NC(=O)c2ccc(Br)o2)cc1C | -0.1 | 0.0 | -46 | -4
COCC(=O)NCCSc1c(-c2ccccc2)[nH]c2ccccc12 | -0.1 | -0.1 | -10 | -13
c1ccc(OCCNc2nc(-c3ccccc3)nc3nc[nH]c23)cc1 | 0.1 | -0.7 | -6 | -18
